# TcdB inh: TcdB glycohydrolase inhibitors, primary screen, biochemical, single point, plate reader; inhibition, % at 9.99 µM; TcdB glycohydrolase enzymatic assay; 350,000 compounds, 0.24% hits; in the data active = inhibition above about 10%
# Target sequence (P18177 whole entry, looked up): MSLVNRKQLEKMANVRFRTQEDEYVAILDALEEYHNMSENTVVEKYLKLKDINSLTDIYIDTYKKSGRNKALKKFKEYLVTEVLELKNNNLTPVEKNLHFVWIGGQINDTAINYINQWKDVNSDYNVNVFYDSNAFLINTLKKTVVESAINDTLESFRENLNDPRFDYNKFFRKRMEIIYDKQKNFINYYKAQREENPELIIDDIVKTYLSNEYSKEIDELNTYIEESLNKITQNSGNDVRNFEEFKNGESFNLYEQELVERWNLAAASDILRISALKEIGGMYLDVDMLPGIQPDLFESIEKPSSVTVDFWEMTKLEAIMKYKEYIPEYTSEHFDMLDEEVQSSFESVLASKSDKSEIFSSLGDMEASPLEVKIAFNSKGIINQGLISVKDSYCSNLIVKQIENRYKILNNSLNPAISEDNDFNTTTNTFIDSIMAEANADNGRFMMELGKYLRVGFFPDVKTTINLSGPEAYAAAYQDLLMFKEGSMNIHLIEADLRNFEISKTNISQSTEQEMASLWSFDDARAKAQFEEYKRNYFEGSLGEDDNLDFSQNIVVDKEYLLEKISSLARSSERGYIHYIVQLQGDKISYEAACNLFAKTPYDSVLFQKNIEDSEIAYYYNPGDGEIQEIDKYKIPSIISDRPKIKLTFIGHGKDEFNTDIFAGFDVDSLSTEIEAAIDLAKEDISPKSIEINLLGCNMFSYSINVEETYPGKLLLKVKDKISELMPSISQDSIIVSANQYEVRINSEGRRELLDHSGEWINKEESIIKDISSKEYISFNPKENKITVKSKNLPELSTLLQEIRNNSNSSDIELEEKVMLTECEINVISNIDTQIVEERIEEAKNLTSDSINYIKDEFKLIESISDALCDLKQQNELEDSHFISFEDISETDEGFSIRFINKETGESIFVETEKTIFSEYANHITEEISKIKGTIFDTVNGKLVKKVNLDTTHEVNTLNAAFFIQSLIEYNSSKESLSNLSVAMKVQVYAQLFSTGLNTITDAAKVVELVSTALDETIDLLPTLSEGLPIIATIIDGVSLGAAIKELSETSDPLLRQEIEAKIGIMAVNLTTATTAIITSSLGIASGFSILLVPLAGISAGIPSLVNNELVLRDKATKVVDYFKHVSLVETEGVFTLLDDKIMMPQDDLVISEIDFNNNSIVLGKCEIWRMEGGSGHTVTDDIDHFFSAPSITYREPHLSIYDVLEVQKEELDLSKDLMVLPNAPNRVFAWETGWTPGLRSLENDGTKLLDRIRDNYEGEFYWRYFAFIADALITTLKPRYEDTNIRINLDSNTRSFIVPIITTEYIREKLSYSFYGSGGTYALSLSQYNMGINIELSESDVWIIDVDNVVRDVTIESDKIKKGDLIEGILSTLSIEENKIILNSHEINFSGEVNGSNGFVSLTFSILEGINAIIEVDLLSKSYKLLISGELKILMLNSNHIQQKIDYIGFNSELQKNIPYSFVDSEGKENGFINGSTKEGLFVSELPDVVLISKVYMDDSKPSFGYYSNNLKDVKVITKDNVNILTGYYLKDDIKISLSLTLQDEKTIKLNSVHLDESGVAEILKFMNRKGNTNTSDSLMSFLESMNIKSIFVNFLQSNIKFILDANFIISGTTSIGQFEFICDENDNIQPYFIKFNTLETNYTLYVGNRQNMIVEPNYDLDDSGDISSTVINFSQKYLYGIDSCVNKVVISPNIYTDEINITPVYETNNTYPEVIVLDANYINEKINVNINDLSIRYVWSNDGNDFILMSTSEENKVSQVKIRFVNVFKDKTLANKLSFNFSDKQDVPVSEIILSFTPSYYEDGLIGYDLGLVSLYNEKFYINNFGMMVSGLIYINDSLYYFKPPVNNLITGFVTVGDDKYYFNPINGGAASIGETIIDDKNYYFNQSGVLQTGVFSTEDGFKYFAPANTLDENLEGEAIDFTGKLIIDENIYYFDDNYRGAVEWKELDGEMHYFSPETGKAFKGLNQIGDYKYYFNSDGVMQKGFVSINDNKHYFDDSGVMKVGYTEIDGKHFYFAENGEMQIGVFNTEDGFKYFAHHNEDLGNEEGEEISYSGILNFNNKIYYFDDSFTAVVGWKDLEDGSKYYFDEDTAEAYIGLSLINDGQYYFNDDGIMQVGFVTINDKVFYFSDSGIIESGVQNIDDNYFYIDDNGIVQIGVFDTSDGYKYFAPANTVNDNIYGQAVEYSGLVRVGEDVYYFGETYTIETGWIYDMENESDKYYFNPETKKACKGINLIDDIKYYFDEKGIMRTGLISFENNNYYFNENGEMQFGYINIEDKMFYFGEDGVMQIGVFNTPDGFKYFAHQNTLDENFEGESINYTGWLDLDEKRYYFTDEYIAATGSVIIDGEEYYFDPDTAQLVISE
# The depositor's hits bear a star. A portion of the library; the hit share may differ from the screen's.
> C/C=C/c1ccc([C@H]2[C@H](CO)N3C(=O)CN(Cc4ccccc4)C[C@@H]23)cc1
  TcdB inh = 2.2

> CO[C@@H]1CN(C)C(=O)c2cc(NC(=O)NC(C)C)ccc2OC[C@H](C)N(CC2CC2)C[C@@H]1C
  TcdB inh = 0.1

> Cc1noc(C)c1NC(=O)N[C@@H]1C=C[C@H](CC(=O)NCc2ccc(Cl)c(Cl)c2)O[C@H]1CO
  TcdB inh = 1.0

> O=C(NCC[C@H]1CC[C@H](NS(=O)(=O)c2cccc(F)c2)[C@H](CO)O1)c1cnccn1
  TcdB inh = 0.8

> C[C@H]1CN([C@@H](C)CO)C(=O)c2cccc(NS(=O)(=O)c3ccc(Cl)cc3)c2O[C@H]1CN(C)Cc1ccc(Cl)c(Cl)c1
  TcdB inh = 1.9

> Cc1noc(C)c1NC(=O)Nc1ccc2c(c1)CC(=O)N([C@@H](C)CO)C[C@@H](C)[C@H](CN(C)Cc1ccc(-c3ccccc3)cc1)O2
  TcdB inh = 0.3

> CCCC[C@@H](O)C1=C(COC)C[C@H]2C(=O)N(Cc3ccccc3)C(=O)[C@H]2[C@H]1CO
  TcdB inh = -7.1

> C[C@@H]1CN([C@@H](C)CO)S(=O)(=O)c2ccc(C#CC3CC3)cc2O[C@@H]1CN(C)C(=O)c1ccccn1
  TcdB inh = -0.7

> C[C@H](CO)N1C[C@H](C)[C@H](CN(C)C(=O)CN(C)C)Oc2cc(-c3ccccc3)ccc2S1(=O)=O
  TcdB inh = -1.4

> O=C(C[C@@H]1C=C[C@@H](NC(=O)Nc2cc(F)ccc2F)[C@@H](CO)O1)NCc1ccc2c(c1)OCO2
  TcdB inh = -2.0

> CC(C)C#Cc1ccc2c(c1)O[C@H](CN(C)S(C)(=O)=O)[C@H](C)CN([C@H](C)CO)S2(=O)=O
  TcdB inh = -0.6

> CC(C)C#Cc1ccc([C@H]2[C@H](CO)N3C(=O)CN(C(=O)C4CCCCC4)C[C@@H]23)cc1
  TcdB inh = 1.4

> CO[C@@H]1CN(C)C(=O)c2ccc(NC(=O)C3CCCCC3)cc2OC[C@H](C)NC[C@H]1C
  TcdB inh = 1.0

> C[C@@H]1CCCCO[C@@H](CN(C)S(=O)(=O)c2cn(C)cn2)[C@H](C)CN([C@H](C)CO)C(=O)c2cc(N(C)C)ccc2O1
  TcdB inh = -12.0

> O=C(NC1CCCC1)N[C@@H]1C=C[C@H](CC(=O)N2CCOCC2)O[C@H]1CO
  TcdB inh = -0.2

# Brought forward from above: 4 compounds, followed by the next part.
> CC(C)C#Cc1ccc([C@H]2[C@H](CO)N3C(=O)CN(C(=O)C4CCCCC4)C[C@@H]23)cc1
  TcdB inh = 1.4

> CO[C@@H]1CN(C)C(=O)c2ccc(NC(=O)C3CCCCC3)cc2OC[C@H](C)NC[C@H]1C
  TcdB inh = 1.0

> C[C@@H]1CCCCO[C@@H](CN(C)S(=O)(=O)c2cn(C)cn2)[C@H](C)CN([C@H](C)CO)C(=O)c2cc(N(C)C)ccc2O1
  TcdB inh = -12.0

> O=C(NC1CCCC1)N[C@@H]1C=C[C@H](CC(=O)N2CCOCC2)O[C@H]1CO
  TcdB inh = -0.2

> O=C(C1CC1)N1CC(=O)N2[C@@H](CO)[C@H](c3ccc(-c4ccccc4F)cc3)[C@@H]2C1
  TcdB inh = 1.0

> O=C(C[C@@H]1C[C@H]2c3cc(NC(=O)C4CCC4)ccc3O[C@H]2[C@H](CO)O1)NCC(F)(F)F
  TcdB inh = -0.4

> C[C@H](CO)N1C[C@H](C)[C@H](CN(C)CC2CCCCC2)Oc2ccc(NC(=O)Cc3cn(C)c4ccccc34)cc2CC1=O
  TcdB inh = -0.5

> O=C(CN1CCOCC1)N1CCCCN2[C@H](CO)[C@@H](c3ccc(Br)cc3)[C@@H]2C1
  TcdB inh = 1.3

> C[C@H](CO)N1C[C@H](C)[C@H](CN(C)S(=O)(=O)c2ccc(F)cc2)Oc2ccc(NC(=O)Cc3cn(C)c4ccccc34)cc2CC1=O
  TcdB inh = 0.0

> COc1ccc(NC(=O)N2CC(=O)N3[C@@H](CO)[C@@H](c4ccc(-c5ccc(C)cc5)cc4)[C@@H]3C2)cc1
  TcdB inh = 0.4

> CCCNC(=O)Nc1ccc2c(c1)C(=O)N(C)[C@H]1CC[C@@H](CC(=O)NCC3CCCCC3)O[C@H]1CO2
  TcdB inh = 0.9

> C[C@@H]1CCCCO[C@H](CN(C)C(=O)Nc2ccc(F)cc2)[C@@H](C)CN([C@@H](C)CO)C(=O)c2cc(NS(C)(=O)=O)ccc2O1
  TcdB inh = 0.5

> C[C@H]1CN([C@@H](C)CO)C(=O)c2cccc(NC(=O)Nc3ccccc3)c2O[C@H]1CN(C)CC1CCCCC1
  TcdB inh = -0.5

> Cc1ccccc1-c1ccc([C@H]2[C@H]3CN(C(=O)CN4CCOCC4)CCCCN3[C@H]2CO)cc1
  TcdB inh = 0.0

> C[C@@H]1CN([C@H](C)CO)C(=O)CCCn2cc(nn2)CO[C@H]1CN(C)Cc1ccc2c(c1)OCCN2C
  TcdB inh = -1.9

> CO[C@H]1CN(C)C(=O)c2cc(NC(=O)C3CCCCC3)ccc2OC[C@H](C)N(Cc2cccnc2)C[C@H]1C
  TcdB inh = -2.2

> CS(=O)(=O)N1[C@@H](C#N)[C@H](c2ccc(C#CC3CCCCC3)cc2)[C@@H]1CO
  TcdB inh = 0.4

> O=C(NCC[C@H]1CC[C@@H](NC(=O)C2CCC2)[C@H](CO)O1)c1cnccn1
  TcdB inh = -12.5

> CO[C@@H]1CN(C)C(=O)c2cc(NC(=O)C3CC3)ccc2OC[C@@H](C)N(CC2CC2)C[C@H]1C
  TcdB inh = -1.4

> CCNC(=O)C[C@@H]1CC[C@@H]2[C@@H](COc3ccc(NC(=O)c4ccc5c(c4)OCO5)cc3C(=O)N2C)O1
  TcdB inh = 1.6

> C[C@H]1CCCCO[C@H](CN(C)S(=O)(=O)c2ccc(Cl)cc2)[C@@H](C)CN([C@@H](C)CO)C(=O)c2cc(NC(=O)Cc3ccccc3)ccc2O1
  TcdB inh = 0.6

> Cn1cnc(S(=O)(=O)N2CCCCN3[C@H](CO)[C@@H](c4ccc(-c5ccccc5F)cc4)[C@@H]3C2)c1
  TcdB inh = 0.2

> CCCNC(=O)N1C[C@H](C)[C@@H](OC)CN(C)C(=O)c2ccc(NC(=O)CC)cc2OC[C@@H]1C
  TcdB inh = -0.6

> COc1cccc(-c2ccc(C3[C@@H]4CN(S(=O)(=O)c5ccccc5)C[C@H]3N4)cc2)c1 (some centres undefined)
  TcdB inh = -0.4

> Cc1ccc(-c2ccc([C@H]3[C@H]4CN(C(=O)Nc5cccc(F)c5)CC(=O)N4[C@H]3CO)cc2)cc1
  TcdB inh = -2.5

> C[C@@H]1CN([C@H](C)CO)C(=O)c2cccc(NC(=O)C3CC3)c2O[C@H]1CN(C)S(=O)(=O)c1ccc(Cl)cc1
  TcdB inh = 0.6

> C[C@@H]1CN([C@H](C)CO)C(=O)Cc2cc(NC(=O)CCCCCC(=O)Nc3ccccc3N)ccc2O[C@H]1CN(C)S(=O)(=O)c1ccccc1
  TcdB inh = 1.1

> C[C@H](CO)N1C[C@H](C)[C@@H](CN(C)C)Oc2ccc(NC(=O)CCCN(C)C)cc2CC1=O
  TcdB inh = 0.9

> COc1ccc2c3c(n(C)c2c1)[C@H](CO)N(C(=O)C1CC1)CC31CCN(C(=O)c2ccncc2)CC1
  TcdB inh = -0.3

> C[C@@H]1CCCCO[C@H](CN(C)S(=O)(=O)c2cn(C)cn2)[C@@H](C)CN([C@H](C)CO)C(=O)c2cc(NC(=O)NC3CCCCC3)ccc2O1
  TcdB inh = 0.6

> CN1C(=O)c2cc(NC(=O)c3cccs3)ccc2OC[C@H]2O[C@@H](CC(=O)N3CCCCC3)CC[C@@H]21
  TcdB inh = -0.1

> CC(=O)N(C)C[C@H]1Oc2ncc(C#C[C@H](C)O)cc2C(=O)N([C@H](C)CO)C[C@H]1C
  TcdB inh = 0.1

> C[C@@H]1CN([C@@H](C)CO)C(=O)Cc2cc(NS(=O)(=O)c3cccs3)ccc2O[C@@H]1CN(C)Cc1ccccc1
  TcdB inh = -0.1

> O=C(C[C@@H]1CC[C@H]2[C@@H](COC[C@@H](O)CN2S(=O)(=O)c2ccccc2F)O1)NCc1ccccc1Cl
  TcdB inh = 0.4

> COc1ccc(NC(=O)Nc2ccc3c(c2)C(=O)N([C@@H](C)CO)C[C@@H](C)[C@@H](CN(C)C(=O)NC2CCCCC2)O3)cc1
  TcdB inh = -0.2

> COc1ccc(NC(=O)N(C)C[C@@H]2Oc3ccc(NC(=O)Cn4cnnn4)cc3CC(=O)N([C@H](C)CO)C[C@H]2C)cc1
  TcdB inh = 0.0

> Cc1noc(C)c1S(=O)(=O)Nc1cccc2c1O[C@@H](CN(C)Cc1ccc3c(c1)OCO3)[C@@H](C)CN([C@H](C)CO)C2=O
  TcdB inh = -1.6

> CC(C)NC(=O)N(C)C[C@H]1OCCCC[C@@H](C)Oc2ccc(NC(=O)Nc3ccc(C(F)(F)F)cc3)cc2C(=O)N([C@H](C)CO)C[C@@H]1C
  TcdB inh = -0.6

> COc1ccc(S(=O)(=O)N(C)C[C@H]2Oc3c(NC(=O)c4ccc(-c5nccs5)cc4)cccc3C(=O)N([C@@H](C)CO)C[C@@H]2C)cc1
  TcdB inh = 0.6

> CCC(=O)NC[C@@H]1[C@@H](c2ccc(C3=CCCC3)cc2)[C@@H](CO)N1C(C)=O
  TcdB inh = -0.6

> C[C@@H]1CCCCO[C@H](CN(C)Cc2ccc(C(=O)Nc3ccccc3N)cc2)[C@@H](C)CN([C@H](C)CO)C(=O)c2cc(NS(=O)(=O)c3ccc(F)cc3)ccc2O1
  TcdB inh = 0.3

> Cc1ccc(S(=O)(=O)Nc2ccc3c(c2)C(=O)N([C@H](C)CO)C[C@@H](C)[C@H](CN(C)Cc2ccncc2)OCCCC[C@H](C)O3)cc1
  TcdB inh = 0.4

> C[C@H]1CN([C@@H](C)CO)C(=O)c2cccc(NS(=O)(=O)c3cn(C)cn3)c2O[C@H]1CN(C)Cc1ccc(C(=O)O)cc1
  TcdB inh = -0.9

> N#C[C@H]1[C@H](c2ccc(C3=CCCCC3)cc2)[C@@H](CO)N1C(=O)c1ccccn1
  TcdB inh = 0.4

> C[C@@H]1CCCCO[C@@H](CN(C)S(=O)(=O)c2cn(C)cn2)[C@@H](C)CN([C@@H](C)CO)C(=O)c2cc(NC(=O)Nc3ccc4c(c3)OCO4)ccc2O1
  TcdB inh = -3.7

> CC(C)C#Cc1ccc2c(c1)O[C@H](CN(C)C(=O)CN(C)C)[C@@H](C)CN([C@@H](C)CO)S2(=O)=O
  TcdB inh = -7.4

> CCS(=O)(=O)NCC[C@@H]1CC[C@@H](NC(=O)Cc2ccccn2)[C@@H](CO)O1
  TcdB inh = 1.0

> CN1c2ccc(-c3ccccc3)cc2[C@H]2[C@H](CCN2C(=O)c2ccc(F)cc2)[C@H]1CO
  TcdB inh = 1.0

> CO[C@@H]1CN(C)C(=O)c2ccc(NC(=O)Nc3cccc(Cl)c3)cc2OC[C@H](C)N(C(=O)Nc2c(C)noc2C)C[C@H]1C
  TcdB inh = -1.0

> O=C(C[C@H]1C=C[C@H](NC(=O)c2ccncc2)[C@@H](CO)O1)NCCc1ccncc1
  TcdB inh = -0.7

> O=C(Nc1ccc2c(c1)[C@H]1C[C@H](CC(=O)N3CCOCC3)O[C@H](CO)[C@H]1O2)Nc1ccccc1F
  TcdB inh = -0.5

> COc1cccc(S(=O)(=O)N(C)C[C@H]2Oc3cc(C4=CCCCC4)ccc3S(=O)(=O)N([C@@H](C)CO)C[C@@H]2C)c1
  TcdB inh = -1.7

> COC(=O)[C@@H]1[C@@H](CO)[C@@H]2Cn3c(ccc(C4=CCCC4)c3=O)[C@@H]2N1CC1CCOCC1
  TcdB inh = -1.1

> C[C@@H]1CN([C@H](C)CO)S(=O)(=O)c2ccc(-c3ccc(C#N)cc3)cc2O[C@@H]1CN(C)C(=O)C1CC1
  TcdB inh = -1.4

> O=C(C[C@@H]1C[C@@H]2c3cc(NC(=O)c4cccnc4)ccc3O[C@@H]2[C@@H](CO)O1)NC1CCCC1
  TcdB inh = -0.7

> C[C@H](O)C#Cc1ccc2c(c1)O[C@H](CN(C)Cc1cccnc1)[C@@H](C)CN([C@@H](C)CO)S2(=O)=O
  TcdB inh = 0.6

> CO[C@@H]1CN(C)C(=O)c2cc(NC(=O)c3ccccc3F)ccc2OC[C@H](C)N(C(=O)c2ccccc2F)C[C@@H]1C
  TcdB inh = -0.7

> CNC[C@H]1Oc2ccc(NC(=O)Nc3c(C)noc3C)cc2C(=O)N([C@H](C)CO)C[C@@H]1C
  TcdB inh = -0.9

> Cc1ccccc1NC(=O)Nc1ccc2c(c1)C(=O)N(C)[C@@H]1CC[C@H](CC(=O)NCC3CC3)O[C@@H]1CO2
  TcdB inh = 3.3

> C[C@H](CO)N1C[C@H](C)[C@@H](CN(C)C(=O)Nc2ccc(F)cc2)Oc2ncc(C#CC3CC3)cc2C1=O
  TcdB inh = 1.1

> C[C@H]1CN([C@@H](C)CO)C(=O)c2cccc(NC(=O)Nc3cccc4ccccc34)c2O[C@H]1CN(C)S(=O)(=O)c1cn(C)cn1
  TcdB inh = 5.3

> Cc1cc(C(=O)Nc2cccc3c2O[C@@H](CN(C)Cc2ccc(C(=O)Nc4ccccc4N)cc2)[C@@H](C)CN([C@@H](C)CO)C3=O)n(C)n1
  TcdB inh = 0.3

> COCC(=O)Nc1ccc2c(c1)C(=O)N(C)C[C@H](OC)[C@@H](C)CN(C(C)=O)[C@H](C)CO2
  TcdB inh = -2.2

> O=C(Nc1ccccc1)N[C@H]1CC[C@@H](CCn2cc(C3(O)CCCC3)nn2)O[C@H]1CO
  TcdB inh = -0.8

> C[C@H]1CN([C@@H](C)CO)C(=O)c2cc(C#CC3CCCCC3)cnc2O[C@@H]1CN(C)Cc1ccncc1
  TcdB inh = 0.1

> Cc1ccc(S(=O)(=O)Nc2ccc3c(c2)CC(=O)N([C@H](C)CO)C[C@H](C)[C@@H](CN(C)S(C)(=O)=O)O3)cc1
  TcdB inh = -13.0

> C[C@@H]1CN([C@H](C)CO)C(=O)c2cccc(NC(=O)CCCCCC(=O)Nc3ccccc3N)c2O[C@H]1CN(C)Cc1ccncc1
  TcdB inh = 0.4

> Cc1noc(C)c1S(=O)(=O)Nc1ccc2c(c1)C(=O)N([C@@H](C)CO)C[C@@H](C)[C@@H](CN(C)C(=O)Nc1ccc(C(F)(F)F)cc1)OCCCC[C@H](C)O2
  TcdB inh = 0.6

> CCC(=O)N(C)C[C@H]1Oc2ncc(-c3cccc(OC)c3)cc2C(=O)N([C@H](C)CO)C[C@@H]1C
  TcdB inh = 1.3

# Bioassay records: PubChem BioAssay, Broad Institute
